Source: PubChem (National Center for Advancing Translational Sciences (NCATS))
D2 agonist = D2 dopamine receptor (human) agonism | P14416 | HEK293 T-REx D2 cells, calcium flux agonist mode | activation, % at 2 µM | 0.53% of 340,000 active | AID 485358;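 active means activation over 3 SD above normal in the single-dose calcium agonist read, cut at about 30% in these data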; further: 0% is about no effect
Target sequence (P14416 whole entry, looked up): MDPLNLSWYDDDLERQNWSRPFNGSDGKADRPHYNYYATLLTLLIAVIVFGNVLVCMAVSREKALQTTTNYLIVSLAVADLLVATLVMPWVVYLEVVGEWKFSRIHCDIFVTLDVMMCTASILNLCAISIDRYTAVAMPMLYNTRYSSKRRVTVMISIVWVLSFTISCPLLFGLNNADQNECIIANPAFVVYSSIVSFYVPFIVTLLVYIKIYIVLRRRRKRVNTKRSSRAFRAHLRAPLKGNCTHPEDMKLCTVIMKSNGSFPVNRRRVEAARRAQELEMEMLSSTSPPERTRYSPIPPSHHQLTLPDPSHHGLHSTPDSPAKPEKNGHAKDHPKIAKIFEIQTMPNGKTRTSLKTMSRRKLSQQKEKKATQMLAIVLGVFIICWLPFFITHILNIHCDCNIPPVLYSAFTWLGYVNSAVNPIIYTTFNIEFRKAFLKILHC
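Tetracycline-induced HEK293 Trex cells with D2 receptor force-coupled to calcium signaling, plated overnight at 30 C and loaded with no-wash calcium dye. Calcium flux read kinetically for 180 s after compound addition; responses flag agonists.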
D1 antag = human D1 dopamine receptor antagonism; P21728; 3.2% of 360,000 active; activity change, negative = inhibition, % at 10 µM; HEK293 TREx D1 cells, calcium flux, dopamine EC80; hits give low values; in the data active means activity change below about -30%; further: on the % scale 0 is the no-effect control and ±100 the full control effect
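Allosteric or orthosteric antagonism assessed as attenuation of the calcium response to EC80 dopamine, added 180 s after compound, in induced HEK293 Trex D1 cells loaded with no-wash calcium dye.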
D2 PAM = positively modulates the human D2 dopamine receptor allosterically. P14416. HEK293 T-REx D2, calcium flux, EC20 dopamine potentiation. potentiation, % at 10 µM. 0.34% of 340,000 active. AID 485347;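 active means potentiation over 3 SD above the plate norm, cut at about 30% in these data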; further: 0% is about no effect
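Potentiation of an EC20 dopamine calcium response measured kinetically over 180 s, after a preceding 180 s compound-only read flagging agonists. Cells: inducible Hek293 Trex D2 line, 4000/well, cultured overnight at 30 C before dye loading.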
TRHR agonist = activates the human TRH receptor | TRHR cells, calcium flux fluo-8, FDSS agonist mode | 0.18% of 360,000 active | P34981 | activation, % at 2 µM; further: 0% is about no effect
Target sequence (P34981 whole entry, looked up): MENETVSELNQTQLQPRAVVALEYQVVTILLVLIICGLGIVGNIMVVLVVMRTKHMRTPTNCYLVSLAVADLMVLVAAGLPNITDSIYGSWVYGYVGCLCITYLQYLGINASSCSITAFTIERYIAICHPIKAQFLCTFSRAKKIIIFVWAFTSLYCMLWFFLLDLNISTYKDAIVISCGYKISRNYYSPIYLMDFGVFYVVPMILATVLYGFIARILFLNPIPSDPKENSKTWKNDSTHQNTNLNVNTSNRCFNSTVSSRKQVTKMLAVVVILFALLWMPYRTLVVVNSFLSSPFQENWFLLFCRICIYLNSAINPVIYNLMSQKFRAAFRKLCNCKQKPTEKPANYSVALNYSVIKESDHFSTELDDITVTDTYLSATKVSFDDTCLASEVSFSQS
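Agonist-mode FDSS calcium read (Ex 480/Em 530, 1 s cycles) in 1536-well TRHR cells with fluo-8 dye, after 10-cycle baseline and 23 nL compound addition; TRH at EC20 (10 nM final) added afterwards for the enhancer phase.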
RXFP1 antag = antagonists of human relaxin receptor RXFP1. HEK293-RXFP1, relaxin-stimulated cAMP HTRF, 30 min; hits give low values. activity change, negative = inhibition, % at 57.5 µM. AID 1259400. Q9HBX9. 0.59% of 350,000 active;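 active means activity change of -60% or lower, but not beyond a set lower limit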; further: on the % scale 0 is the no-effect control and ±100 the full control effect
D1 potentiator = human D1 dopamine receptor positive modulation | P21728 | HEK293 TREx D1 cells, calcium flux, dopamine EC20 potentiation | potentiation, % at 10 µM | 0.036% of 360,000 active | AID 504651; in the data active means potentiation above about 30%; further: 0% is about no effect
D1 ag = activates the human D1 dopamine receptor; P21728; activation, % at 2 µM; 1% of 360,000 active; HEK293 T-REx D1 cells, calcium flux, agonist mode; further: 0% is about no effect
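Tetracycline-induced HEK293 TREx D1 cells, force-coupled to calcium signalling, were dye-loaded with a no-wash calcium kit. Compound was pin-added after a 10 s baseline. Fluorescence was read kinetically at 1 cycle/s for 180 s, with calcium rises flagged as agonism.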
TRHR PAM = allosteric enhancers of human TRH receptor; P34981; TRHR cells, fluo-8 calcium fluorescence, EC20 TRH enhancement; enhancement, % at 2 µM; 0.66% of 360,000 active; in the data active means enhancement above about 30%; further: 0% is about no effect
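Enhancer read-out: after compound pinning and an initial kinetic agonist-mode read, an EC20 of TRH (10 nM final) was injected and fluo-8 calcium signal (Ex 480/Em 530) followed at 1 s/cycle for 100 cycles in TRHR-expressing cells.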
D2 antag = antagonizes the human D2 dopamine receptor | inhibition, % at 10 µM | P14416 | AID 485344 | 2% of 340,000 active | HEK293 TREx D2 cells, calcium flux, dopamine EC80; in the data active means inhibition above about 30%; further: 0% is about no effect
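Overnight-induced (tetracycline, 30 C) HEK293 T-REx cells carrying force-coupled D2 receive a no-wash calcium dye, then compound, then EC80 dopamine at 180 s; signals are read kinetically throughout.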
Numbers without * were called inactive; · = not tested or not shown; & = joins results of further samples. Unless noted, no stated cut-off is given here; in the data, active means activation above about 30%; inactive means the rest. The order is random, and some 7.3% of all compounds hit somewhere here.

mol,D2 agonist,D1 antag,D2 PAM,TRHR agonist,RXFP1 antag,D1 potentiator,D1 ag,TRHR PAM,D2 antag
CC(NC(=O)Cn1cnnn1)c1cccc(C(F)(F)F)c1 (stereo not drawn),-2.0,-6,38*,-1.5,8,-4,1,6,-18
CC1CCc2c(sc3ncn(CC(=O)N4CCCCC4)c(=O)c23)C1 (stereo not drawn),·,9,-5,-2.3,7,-7,2,11,·
CCCCC(=O)Nc1ccc(C(=O)NNC(=S)NC(=O)c2ccccc2[N+](=O)[O-])cc1,0.1,12,1,-2.3,-28,-1,4,-2,-18
CCCn1c(SCC(=O)Nc2cccc(S(=O)(=O)N3CCCC3)c2)n[nH]c1=O,-2.2,21,0,1.8,4,-2,4,1,-13
CN(C(=O)c1ccco1)c1nc2c(s1)CCCC2,-0.9,-17,1,-0.3,-2,-3,0,3,-2
O=C(CCN1C(=O)c2ccccc2C1=O)N1CCN(Cc2ccccc2)CC1,1.8,0,-2,0.1,-13,0,-2,1,8
Cc1cc([N+](=O)[O-])nn1CCC(=O)Nc1nccs1,0.9,-8,4,-0.1,9,-1,2,5,-1
CC(=O)N1c2ccc(S(=O)(=O)NCC3CCC(C(=O)Nc4cccc(C)n4)CC3)cc2CC1C (stereo not drawn),1.3,-13,10,-0.8,-24,2,3,-3,3
CCOC(=O)c1c(Nc2ccccc2OCCOC)n[nH]c1C,·,-16,4,-0.5,·,-2,3,0,·
O=C(CN1CCC(n2nnc3cc(F)ccc32)CC1)NC1CCCCC1,-1.5,2,-24,-0.5,-1,-4,1,1,-6

In the list so far, 2 have a halogen:
mol,D2 agonist,D1 antag,D2 PAM,TRHR agonist,RXFP1 antag,D1 potentiator,D1 ag,TRHR PAM,D2 antag
CC(NC(=O)Cn1cnnn1)c1cccc(C(F)(F)F)c1 (stereo not drawn),-2.0,-6,38*,-1.5,8,-4,1,6,-18
O=C(CN1CCC(n2nnc3cc(F)ccc32)CC1)NC1CCCCC1,-1.5,2,-24,-0.5,-1,-4,1,1,-6

The listing continues:
mol,D2 agonist,D1 antag,D2 PAM,TRHR agonist,RXFP1 antag,D1 potentiator,D1 ag,TRHR PAM,D2 antag
O=C(NC1CCN(Cc2ccccc2)CC1)C1CCN(S(=O)(=O)c2ccc(Cl)cc2)CC1,0.9,-16,-14,0.5,-10,-4,15,-7,33*
CC(C)(C)n1nnnc1C(c1cccs1)N(Cc1cccnc1)CC1CCCO1 (stereo not drawn),-0.3,1,-3,-0.1,3,3,2,5,8
N=C1/C(=C\c2ccc(Br)o2)C(=O)N=C2SC(CC(=O)N3CCOCC3)=NN12,0.2,-23,5,-0.4,30,-4,4,-3,16
C/C(=N\NC(=O)C(c1ccccc1)c1ccccc1)c1ccc(O)cc1,1.1,-7,4,-0.7,6,3,3,6,-3
COc1ccc(C(=O)Nc2ccccc2[N+](=O)[O-])cc1S(=O)(=O)N1CCOCC1,1.1,-3,4,-0.2,-15,9,0,3,1
Cc1cc(C)cc(NC(=S)N2CCN(S(C)(=O)=O)CC2)c1,1.0,3,-2,0.5,-5,4,0,5,0
C=CCN1C(=O)C2(OCCCO2)c2cc(C)ccc21,·,2,·,0.4,-5,-8,3,5,·
CCOC(=O)c1cc(C(=O)n2cc(Cl)cn2)nn1C,1.8,-16,4,0.1,-7,-9,5,-1,-5
Nc1ccccc1C(=O)N(Cc1ccccc1)Cc1ccccc1,0.2,9,1,0.4,-1,-5,-2,-1,-22
O=C(COc1ncnc2sccc12)Nc1ccc2c(c1)OCCO2,0.8,-27,0,0.1,2,-11,1,-5,0

Part of the list above, with values under each structure.
Below each compound: D2 agonist	D1 antag	D2 PAM	TRHR agonist	RXFP1 antag	D1 potentiator	D1 ag	TRHR PAM	D2 antag
C=CCN1C(=O)C2(OCCCO2)c2cc(C)ccc21
 : ·	2	·	0.4	-5	-8	3	5	·
CCOC(=O)c1cc(C(=O)n2cc(Cl)cn2)nn1C
 : 1.8	-16	4	0.1	-7	-9	5	-1	-5

New compounds follow.
mol,D2 agonist,D1 antag,D2 PAM,TRHR agonist,RXFP1 antag,D1 potentiator,D1 ag,TRHR PAM,D2 antag
N#Cc1c(Cl)nc(SCc2ccccc2)nc1-c1ccccc1,0.1,-32*,7,-0.1,·,-6,2,3,0
CCc1nn2c(=O)cc(COC(=O)c3ccccc3)nc2s1,-0.1,8,-8,0.4,·,2,2,5,·
CN(C)c1nnnn1-c1ccc(OC(F)(F)F)cc1,-0.3,0,7,-0.3,-7,5,0,0,-16
Cc1[nH]c2ccccc2c1/C=N/NC(=O)c1cc(-c2ccccc2)n[nH]1,-1.4,-3,-18,-0.6,-6,-3,1,6,3
CCN(CC)c1ccc(CN2CCC(C(=O)NCc3ccc(C)cc3)CC2)cc1,0.5,-7,-10,-0.4,-3,-3,7,45*,-1
C/C=C/C(=O)OCC(=O)Nc1ccc(OC)c(Cl)c1,0.0,2,18,-0.6,-6,-6,3,10,-10
CC(=O)OC(Cn1nc(C)cc1C)c1ccccc1 (stereo not drawn),0.3,-6,-5,0.6,7,3,0,0,-2
CCc1cccc(NC(=O)CCn2c(=O)c3cccn3c3cccnc32)c1,0.6,-4,-3,-0.7,-3,-3,1,7,·
O=C(OCC#CCSc1nnc(-c2ccncc2)o1)c1sc2ccccc2c1Cl,-0.1,1,6,-0.3,-3,-4,2,6,-13
Cc1ccc(NC(=O)c2cc(S(=O)(=O)N3CCCCC3)c[nH]2)cc1N(C)C,0.0,2,-13,0.5,-25,-2,3,-6,·
COc1ccc(-n2ncc3c2CC(C)(C)CC3NC(=O)c2ccc(OC)o2)cc1 (stereo not drawn),0.3,-17,4,0.0,-18,-4,1,-1,-12
O=C(COC(=O)c1cccs1)Nc1ccc(F)c(F)c1,0.3,-12,-10,0.5,-4,-2,2,-5,5
COc1cc(CCC(=O)OCC(=O)Nc2sccc2C(N)=O)cc(OC)c1OC,-1.3,-25,-7,-0.6,16,0,11,17,29
Cn1c(=O)c2c(nc(NCc3ccccc3)n2CC(=O)NCc2ccccc2)n(C)c1=O,-0.5,1,-3,-0.5,-14,2,1,3,-3
CCCOc1ccc(C(CC(=O)O)NC(=O)Cc2ccccc2)cc1 (stereo not drawn),-1.1,-5,3,0.3,9,-2,3,-6,12
COc1cccc(NCc2cc(=O)oc3cc(C)c(C(C)C)cc23)c1,-0.6,17,5,1.8,-22,-9,0,-12,-22
Cc1cc2c(c(=O)o1)C(CC(C)C)C(C#N)=C(N)O2 (stereo not drawn),0.0,1,-4,0.9,-1,6,2,2,1
O=C(COC(=O)Cc1ccc(Cl)cc1)Nc1ccc(OC(F)F)cc1,-0.9,-11,2,-0.6,-1,-3,1,7,-12
COc1ccc(C(C(=O)NC(C)(C)C)N(C(=O)CNC(=O)c2cccs2)c2cccnc2)cc1OC (stereo not drawn),·,-9,·,1.4,6,-12,0,-5,·
CCC1(O)CC(C(=O)OC)=NN1C(=O)c1ccccc1 (stereo not drawn),-0.6,-10,-5,-0.2,22,2,0,9,-10
O=C(O)COCC(=O)Nc1ccc2c(c1)oc1ccccc12,-0.1,-12,-4,0.2,8,2,1,-10,4
COc1ccc(Nc2nc(C(=O)N(CCO)Cc3ccccc3)cs2)cc1,-2.1,-15,6,-1.5,-2,-4,5,4,-18
Cc1cccn2c(=O)cc(CSc3nnc(NC(=O)COc4ccccc4)s3)nc12,-0.2,-2,2,-0.7,-9,-4,1,-1,·
CC(C)Cc1nnc(NC(=O)CCC(=O)NC2CCCc3ccccc32)s1 (stereo not drawn),0.0,0,11,0.1,-12,-2,2,2,1
COC(=O)COc1ccc(/C=C2/NC(=O)N(CC(=O)OC)C2=O)cc1,0.5,11,23,0.2,-21,0,2,3,7
COc1ccccc1NC(=O)CN(C)S(=O)(=O)c1cccc2cccnc12,0.4&0.0,-8&3,12&-3,-0.4&-0.3,3&2,1&-6,5&5,-9&1,5
COc1ccc(Cl)cc1S(=O)(=O)N1CCCC(C(=O)NCc2ccccn2)C1 (stereo not drawn),0.1,13,-6,-0.2,-1,-1,0,5,-6
CC1CCC(NC(=O)CN2C(=O)NC3(CCCCC3C)C2=O)CC1 (stereo not drawn),0.0,3,6,-0.8,2,-3,1,1,-7
C/C=C/c1ccc(OCC(=O)OCC(=O)Nc2c(C)nn(-c3ccccc3)c2C)c(OC)c1,-0.3,-92*,3,-0.9,-14,-1,1,1,-7
O=C(CSC1=NS(=O)(=O)c2cc(F)ccc2N1)Nc1ccccc1F,-0.3,7,7,0.2,-5,-3,2,1,-12
Cn1c(=O)c2c(nc(SCC(=O)N3CCc4ccccc43)n2Cc2ccccc2)n(C)c1=O,-0.1,-11,3,-0.3,·,-1,0,-2,-3
O=C(CCCCl)NC(=S)Nc1ccc(N2CCOCC2)cc1,-1.0,-22,-1,0.8,1,-1,5,0,-14
CCc1ccccc1NC(=O)CN(c1ccc(OC)cc1OC)S(=O)(=O)c1ccccc1[N+](=O)[O-],0.0,-4,1,1.1,2,-1,5,-2,-3
CC(=O)c1cnc2c(-c3ccccc3)c(-c3ccccc3)nn2c1C,0.7,3,0,1.2,-1,2,1,3,-3
C/C(=N\NC(=O)c1ccco1)c1ccc(NC(=O)c2ccccc2)cc1,-0.3,-33*,-4,0.0,-4,-7,4,1,-5
CCN(CC)CCN1C(=O)C(=O)/C(=C(/O)c2ccc(Cl)cc2)C1c1ccncc1 (stereo not drawn),0.2,5,2,0.0,-1,-2,1,-5,40*
CCCCN1C[C@H](Cc2ccccc2)[C@@H](CC(=O)NCc2ccc(OC)cc2)C1=O,-1.5,0,-5,-0.8,·,-3,1,-2,8
Cc1cccc(C)c1N(C(=O)c1ccco1)C(C(=O)NC1CCCC1)c1ccncc1 (stereo not drawn),-2.1,5,8,-1.3,-11,2,-3,1,4
CCn1c(Cc2ccccc2)nnc1SCC(=O)NC1CCCC1,0.2,6,1,1.6,-1,-9,5,1,0
O=C(Nc1nc(-c2ccccn2)cs1)C1COc2ccccc2O1 (stereo not drawn),-0.2,-8,1,-1.4,·,-4,3,-9,12
Cc1ccc(CNC(=O)c2nn(C)c3c2CSc2ccc(C)cc2-3)cc1,1.6,-16,4,0.3,-16,0,3,-4,·
CCOc1cc(N2CCCC2)ccc1[N+](=O)[O-],-2.5,-10,3,-0.3,-8,-3,21,1,25
O=C(O)c1ccc(Nc2nc3c(s2)CCCC3)cc1,0.4,1,9,-0.5,-8,12,2,0,-3
CC(=O)c1cccc(NC(=O)Cn2c(-c3cncs3)nc3ccccc32)c1,-2.1,-5,-9,-2.0,-9,1,1,1,·
Cc1c(NC(=O)/C(C#N)=C\c2cccs2)c(=O)n(-c2ccccc2)n1C,1.7,-21,9,0.4,-4,-10,0,-4,-3
C=CCn1c(SCC(=O)NCc2ccco2)nc2sc3c(c2c1=O)CCC3,0.3,-2,6,-0.6,0,-2,0,7,-17
O=C(O)C1CCC(Cn2c(SCc3cc(=O)n4cc(Cl)ccc4n3)nc3ccsc3c2=O)CC1 (stereo not drawn),-0.1,12,·,-0.1,2,-1,3,0,2
